Pf Dd2 growth: blocks in vitro growth of P. falciparum Dd2; P. falciparum Dd2 growth, SYBR Green, 72 h; Potency, µM (top dose mostly 28.9 µM), for inactives: at the highest dose activity, negative = inhibition, actives largely listed as inhibitors; 4.3% of 120,000 active; active = well fitted inhibition curve with a large enough effect; inconclusive = small, poorly fitted or top-dose-only effect; inactive = no such curve, though single readings can be large or run the other way;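 note: plate controls were DMSO vehicle for no effect and reference drug for full effect; nearly all actives have a fitted effect of over 65% in size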
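Infected erythrocytes (Dd2, 0.3% parasitemia, 2.5% hematocrit final) are added to compound in RPMI-1640/Albumax II medium, grown 72 h at 37C in low oxygen, then lysed with saponin/Triton-X containing SYBR Green and read by fluorescence.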
An asterisk follows results filed as active; i = inactive; ? = inconclusive; [ ] = remark or other dose. Potency is the fitted concentration of half-maximal effect.

| structure | Pf Dd2 growth |
| --- | --- |
| NCCc1n[nH]c(=O)n1-c1ccc2c(c1)OCO2 | -5% |
| CC(C)C(=O)N1CCC(COc2ccc3c(cnn3CC[S+](C)(=O)[O-])c2)CC1 | ? |
| O=C(O)c1cccc2c1CCN2C(=O)c1ccccc1 | -9% |
| Cc1ccc(CNC(=O)c2cc3c(s2)-c2ccccc2SC3)cc1 | 45%[activator] |
| CC(NC(=O)CN1C(=O)COc2ccc(C(=O)COc3ccc(F)cc3F)cc21)c1ccccc1 (stereo not drawn) | i |
| O=C(O)CN1CC2(CCC1=O)CCN(C(=O)C1CNC(=O)C1)CC2 (stereo not drawn) | -12% |
| CCc1nnc(NC(=O)CSc2nc3c([nH]c4ccccc43)c(=O)n2-c2cc(C)cc(C)c2)s1 | -20% |
| CC(=O)NC[C@@H]1C=C(C)[C@H](Cc2nc3ccccc3n2C)C[C@H]1C(C)C | i |
| CN1CCCCCCN(S(=O)(=O)c2cccc(F)c2)CCC1=O | -8% |
| CCN1C(=O)Cc2ccccc2C1C(=O)NCc1ccc(OC(C)C)cc1 (stereo not drawn) | -19% |
| CC(C)NC(=O)N(C1CC1)C1CCOC2(CCN(C(=O)Cc3ccccc3)CC2)C1 (stereo not drawn) | i |
| COc1ccccc1N1CCN(CCCNC(=O)c2cnn(-c3ccc(C)c(C)c3)c2C2CCN(C(=O)OC(C)(C)C)CC2)CC1 | 5.6µM* |
| COc1ccc(NC(=O)CSc2nc(O)c(C/C=C/c3ccccc3)c(=O)[nH]2)cc1 | 15% |
| CC(C)Oc1ccc(CNC(=O)c2cc3n(n2)CC(c2ccc(Cl)cc2)OC3)cc1 (stereo not drawn) | i |
| O=C1CC(c2ccccc2)N(C(=O)CNC(=O)c2ccc(Cn3cncn3)o2)CCCCCN1 (stereo not drawn) | -4% |
| CC(C)n1c(SCC(=O)c2ccc(F)cc2)nc2c(sc3ccccc32)c1=O | 38%[activator] |
| Cc1cccc(OCC(=O)N2C[C@@H](CO)[C@H](N(C)C)C2)c1 | 6% |
| COc1cc(OC)c(NC(=O)c2oc3ccc4c(c3c2C)C(=O)CC(C)(C)O4)cc1Cl | 16% |
| COCCOC1CCN(C(C(=O)O)c2ccc3c(c2)OCO3)CC1 (stereo not drawn) | -10% |
| CCOc1ccccc1NC(=O)Cn1c(=O)n(-c2ccc(C)c(C)c2)c(=O)c2c(C)c(C(=O)N(C)C)sc21 | 2% |

Further entries follow.
| structure | Pf Dd2 growth |
| --- | --- |
| Cn1ncc(N2CCC(NC(=O)Cc3ccsc3)CC2)cc1=O | ? |
| N#Cc1ccc(C(=O)NC2CCc3n[nH]c(=O)n3CC2)cc1 (stereo not drawn) | i |
| CCN(CC)CCSc1nnc2c3cc(F)ccc3n(C)c2n1 | -6% |
| COC(=O)c1ccc2c(c1)nc1n2[C@@H](CNC2CCCCC2)COC1 | -1%[44.1 µM] |
| COc1ccc(CC(=O)N2CCC(Cc3nc(-c4cnccn4)no3)CC2)cc1Cl | 4% |
| COc1ccc(C)cc1-n1cnc2cc(C(=O)NC3CCCCCC3)ccc21 | ? |
| COCCNC(=O)[C@@H]1C[C@@H](O)CN1C1CCN(C(=O)COc2ccc(F)cc2)CC1 | i |
| CCc1ccccc1Nc1nn2c(=O)c3ccc(C(=O)NCCc4ccccc4)cc3nc2s1 | ? |
| Cc1ccc(NC(=O)c2cc3c(=O)n(Cc4cccnc4)ccc3nc2C)cc1F | -4% |
| COc1ccc(OC)c(CNC(=O)C2Cn3cccc3C(=O)N2Cc2cccnc2)c1 (stereo not drawn) | ? |
| CCc1nc(-c2c3n(c(=O)n(Cc4ccc(OC)c(F)c4)c2=O)CCCCC3)no1 | i |
| COc1ccc(NC(=O)c2ccc3c(c2)N(C)C2CCCCCN2C3=O)cc1 (stereo not drawn) | ? |
| CCOc1ccccc1NC(=O)Cc1noc2ccc(C)cc12 | -2% |
| CN(C1CCOCC1)C1CCN(C(=O)c2ccn[nH]2)CC1 | 14% |
| Cn1cc(CNC(=O)C[C@@H]2C[C@H]3O[C@H](CNC(=O)NC4CCC4)[C@@H](O)[C@H]3O2)cn1 | 30%[44.1 µM] |
| COc1cc(OC)c(NC(=O)N2CC3CCCN3c3ccccc32)cc1Cl (stereo not drawn) | ? |
| N#CCCN1CCN(C(=O)c2cn3ccnc(-c4ccccc4)c3n2)CC1 | -20% |
| O=C(NCc1ccncc1)c1ccc(CN2C(=O)NC3(CCS(=O)(=O)CC3)C2=O)cc1 | -6% |
| COCCn1ncc(N2CCCC(CC(=O)NCc3ccc(Cl)cc3)C2)cc1=O (stereo not drawn) | 7% |
| O=C(NCc1ccccc1)NC1COc2ccccc2C1 (stereo not drawn) | 7% |

Some of these compounds in order of SMILES length, rising:
| structure | Pf Dd2 growth |
| --- | --- |
| COc1ccc(C)cc1-n1cnc2cc(C(=O)NC3CCCCCC3)ccc21 | ? |
| CCc1ccccc1Nc1nn2c(=O)c3ccc(C(=O)NCCc4ccccc4)cc3nc2s1 | ? |
| CCc1nc(-c2c3n(c(=O)n(Cc4ccc(OC)c(F)c4)c2=O)CCCCC3)no1 | i |

The listing continues.
| structure | Pf Dd2 growth |
| --- | --- |
| Cc1ccc(CNC(=O)CN(c2cccc(C)c2C)S(=O)(=O)c2ccccc2)cc1 | 29% |
| O=C1NC(=NC2CCCCC2)C2(CCN(Cc3cccnc3)C2)N1c1cccnc1 (stereo not drawn) | -4% |
| COc1cccc(-c2nnnn2[C@H]2CO[C@H]3[C@@H]2OC[C@@H]3NC(=O)c2ccc(C(F)(F)F)cc2)c1 | ? |
| O=C(c1c[nH]c2ccccc12)N1CCC2(CC1)COc1ccccc1[S+](=O)([O-])N2 | -17% |
| COc1ccc(NC(=O)Cn2c(C)cc3nc4n(c(=O)c32)CCC4)c(OC)c1 | -17% |
| O=C(Nc1cccc(-n2cccn2)c1)C1CCCN1C(=O)C1CCC1 (stereo not drawn) | 0% |
| O=C(Cc1ccc(F)cc1)N1CN=C(C2CCN(Cc3ccc(F)cc3)CC2)N1 | i |
| CCc1nc2c(cnn2-c2ccc(Cl)cc2)c(=O)n1-c1ccc(OC)c(Cl)c1 | ? |
| COc1ccc(-c2noc([C@@H]3CCCN3C(=O)Cc3ccccc3)n2)cc1OC | i |
| COc1cc(CNC(=O)c2cnc3c(-c4cccc(C)c4)c(C)nn3c2C)cc(OC)c1OC | i |
| CCOc1ccccc1Nc1sc(C(=O)c2ccccc2)c(N)c1C(=O)NCCc1ccccc1 | i |
| Cn1cnc(S(=O)(=O)N2CCCN(C3CCOCC3)CCNC(=O)CC2c2ccccc2)c1 (stereo not drawn) | 54% |
| CN1CCC(Cn2ccc3c(N4CCOCC4)nc(-c4ccc5cn[nH]c5c4)cc32)CC1 | 3.5µM* |
| CCOc1ccc(NC(=O)NC(C)c2c(-n3cccc3)sc3c2CCN(CC)C3)cc1 (stereo not drawn) | ? |
| COc1ccc(-c2cc([C@H]3CN4CC[C@H]3C[C@@H]4CNC(=O)c3ccc4c(c3)OCO4)n(C)n2)cc1 | ? |
| CC(C)CN1C(=O)COC[C@@H]1[C@H](O)c1ccc(NC(=O)C2CCCC2)cc1 | -5%[44.1 µM] |
| CC(C)n1ccnc1C1CCCN(S(=O)(=O)c2ccccc2Cl)C1 (stereo not drawn) | i |
| COCc1cc(C[C@@H]2C[C@H](NC(=O)Nc3ccccc3)C2(C)C)no1 | i |
| CCCn1c(C)cnc1C1CCN(C(=O)NC(C)C)C1 (stereo not drawn) | 5% |
| CCn1cnnc1-c1nn(C)c2c1CN(C(=O)CCC(=O)N1CC(=O)Nc3ccccc31)CC2 | -22% |

The last 2 compounds of the section above come first, to join the parts:
| structure | Pf Dd2 growth |
| --- | --- |
| CCCn1c(C)cnc1C1CCN(C(=O)NC(C)C)C1 (stereo not drawn) | 5% |
| CCn1cnnc1-c1nn(C)c2c1CN(C(=O)CCC(=O)N1CC(=O)Nc3ccccc31)CC2 | -22% |
| CC[C@H]1CN(C(=O)c2ccnc(Cl)c2)CC[C@H]1CC(=O)N1CCC(C(N)=O)CC1 | 11%[44.1 µM] |
| COc1ccc(-c2nc(C(C)C)nc3c2CCN([S+](=O)([O-])c2ccc(C)cc2)CC3)cc1 | ? |
| CC(C)OCCCn1c(=O)c2ccccc2n2c(-c3cc(Cl)ccc3O)nnc12 | ? |
| CCN1c2cc(C(=O)Nc3ccc(C(C)C)cc3)ccc2C(=O)N2CCCCCC21 (stereo not drawn) | -11% |
| Cc1c(-c2ccccc2F)[nH]c2ccc(CNC(=O)C3CCCN(C(N)=O)C3)cc12 (stereo not drawn) | -5% |
| CNC(=O)C1=NO[C@@H]2CN(CCc3ccccc3)C[C@H]12 | 47%[activator][44.1 µM] |
| Cc1ccc2nc(-c3cccc(NC(=O)c4cccc5c(Cl)cccc45)c3)oc2c1 | -3% |
| NCC1CCN(C(=O)c2cnc(C34CC5CC(CC(C5)C3)C4)[nH]c2=O)C1 (stereo not drawn) | -25% |
| CC(=O)Nc1ccc(CN(Cc2ccc(NC(C)=O)cc2)C[C@H]2C[C@@H]3CCN2C[C@@H]3c2cc(-c3ccco3)nc(C)n2)cc1 | ? |
| CCOc1cccc(C2c3c(oc4ccccc4c3=O)C(=O)N2c2nc(C)c(C(=O)OC)s2)c1 (stereo not drawn) | 37%[activator] |
| COc1ccc(-c2cc(C(F)(F)F)nc(SCC(=O)N(C)Cc3ccccc3)n2)cc1 | -25% |
| CCN1C(=O)C2CC3(CCN(Cc4cn[nH]c4-c4cccs4)CC3)CN2C1=O (stereo not drawn) | ? |
| O=C(N[C@@H]1CCOC[C@H]1OCc1cscn1)c1ccc(N2CCCC2=O)cc1 | -16% |
| O=C(c1cc(Cl)ccc1F)N1CCN(C(=O)c2nnn3c2COC(c2ccccc2)C3)CC1 (stereo not drawn) | ? |
| O=C(c1ccc(OC2CCN(C(=O)c3cccc(F)c3)CC2)nc1)N1CCOCC1 | 21% |
| O=C(CS(=O)(=O)c1cccc2nsnc12)N1CCN(c2cccc(C(F)(F)F)c2)CC1 | 16% |
| Cc1cc(C)c(CNC(=O)c2nc(-c3ccc(CN(C)C)cc3)cc3[nH]ccc23)c(=O)[nH]1 | ? |
| Cc1nc(N2CCCC2)ncc1C(=O)NCc1ccc(Cl)cc1 | 57%[activator] |
| CN1CC2(CCCN(C(=O)CCc3ccncc3)CC2)OC1=O (stereo not drawn) | -2% |
| COc1cc2c(cc1Oc1cccc(N(C)C)c1)NC(=O)C21CCN(Cc2cccc(O)c2)CC1 | ? |

Next entries follow.
| structure | Pf Dd2 growth |
| --- | --- |
| O=c1n(CC2CC2)nc2n1CCC(NS(=O)(=O)c1cccc(F)c1)CC2 (stereo not drawn) | 26% |
| O=C(Cn1ccc2cc(S(=O)(=O)N3CCCCC3)ccc21)NCc1ccccc1Cl | -28% |
| COC[C@H]1C[C@@H](NC2CCN(C)CC2)[C@H](O)[C@@H]1O | 16%[44.1 µM] |
| CCc1nc2cc(N3CCCC(C(=O)NC4CCCC4)C3)cnc2nc1CC (stereo not drawn) | ? |
| COc1ccc(CNC(=O)c2noc(-c3ccc(C)cc3)n2)cc1OC | -21% |
| COc1ccc(CNC(=O)N2CCc3c(nc(-c4ccc(OC)cc4)[nH]c3=O)C2)cc1 | i |
| CC(C)(C)OC(=O)N1CCC(c2c(C(=O)N3CCN(C(=O)c4ccco4)CC3)cnn2-c2ccc(Cl)cc2)CC1 | 104%[activator][5.79 µM] |
| CN(C)c1ccc(CN2CCC3(C2)C(=NC2CCCCC2)NC(=O)N3c2cc(F)cc(F)c2)cc1 (stereo not drawn) | 10µM* |
| CN(C)CC1(O)CCC2(CCN(S(=O)(=O)c3ccccc3)CC2)CC1 | -8% |
| Cc1cccc(-n2nc(-c3c(C)nc4scc(CC(=O)N5CCCC5)n4c3=O)cc2C)c1 | -5% |
| O=C(c1cn2ccccc2n1)N1C[C@@H](CO)[C@H](c2ccncc2)C1 | ? |
| O=C(O)C(c1cccc(O)c1)N1CCN(C2CCCCC2)C(=O)C1 (stereo not drawn) | -9% |
| Cc1ccc2onc(CNC(=O)N(C)Cc3ccccc3)c2c1 | 2% |
| CCOCCC(=O)N1CCCC(c2nnc(CN3CCCC3)n2C)C1 (stereo not drawn) | 7% |
| O=C(NCc1ccc2c(c1)OCO2)c1cnc2c(c1)N([S+](=O)([O-])c1cccnc1)CCC2 | ? |
| COc1ccc(F)cc1CN1CCc2[nH]cnc2C1c1cccc(C#N)c1 (stereo not drawn) | 5.6µM* |
| Cc1ccccc1-c1noc(-c2nnn3c2COC(c2ccc(F)cc2)C3)n1 (stereo not drawn) | i |
| CCCC(=O)N1CCC(N2C(=O)C3(CCCCC3)C2c2ccccc2)CC1 (stereo not drawn) | ? |
| O=C(Nc1ccc(Oc2ccccc2)cc1)O[C@@H]1CO[C@H]2[C@@H]1OC[C@@H]2NC(=O)c1ccccn1 | ? |
| CC1CN(C(=O)N2CCC(C(=O)NCCC3=CCCCC3)CC2)c2cc(Cl)ccc2O1 (stereo not drawn) | 212%[activator][5.79 µM] |

Reprinted at random: 2 records from the list, in no set order.
| structure | Pf Dd2 growth |
| --- | --- |
| CCOCCC(=O)N1CCCC(c2nnc(CN3CCCC3)n2C)C1 (stereo not drawn) | 7% |
| O=c1n(CC2CC2)nc2n1CCC(NS(=O)(=O)c1cccc(F)c1)CC2 (stereo not drawn) | 26% |

Carrying on.
| structure | Pf Dd2 growth |
| --- | --- |
| O=C(NC1CCCCC1)[C@H]1CN2CCC1C[C@@H]2Cn1cc(COc2ccccc2)nn1 (stereo partly drawn) | 1%[44.1 µM] |
| Cc1ccc(-n2nnnc2CNC(=O)C(C)(C)C)cc1C | 24% |
| COc1ccccc1N1CCN(CC[C@H]2CN(C(=O)N3CCOCC3)CC[C@H]2CC(=O)O)CC1 | i |
| Cc1cccc(-c2nc3c4ccccc4nc(N4CCN(c5cccc(Cl)c5)CC4)n3n2)c1 | -6% |
| Cc1cc(C(=O)NCC2Cn3cccc3C(=O)N2CC(C)C)nn1C (stereo not drawn) | 2% |
| O=C(c1ccccc1)N1C[C@@H]2OCC(=O)N(c3ccccc3)[C@@H]2C1 | 2%[44.1 µM] |
| CN(C)C(=O)c1ccc(-c2ccc3ncn(-c4ccc(F)cc4F)c(=O)c3n2)cc1 | i |

Screening data from PubChem BioAssay.

Some of the compounds tested (hit frequency here may not be typical).
